# EPAC2 antag: EPAC2 (human) antagonism; EPAC2 GEF exchange of Rap1B-BODIPY-GDP, fluorescence; Q8WZA2; Potency, µM (top dose mostly 114 µM), for the others: at the top dose activity, negative = inhibition, usual class: inhibitors; 360,000 tested, 0.18% active; AID 720708; note: potency is the fitted concentration of half-maximal effect; % is set by controls: 0 for no effect and ±100 for the full control effect; nearly all actives have a fitted effect of over 45% in size; many of its hits are not listed in these tables
# Target sequence (Q8WZA2 whole entry, looked up): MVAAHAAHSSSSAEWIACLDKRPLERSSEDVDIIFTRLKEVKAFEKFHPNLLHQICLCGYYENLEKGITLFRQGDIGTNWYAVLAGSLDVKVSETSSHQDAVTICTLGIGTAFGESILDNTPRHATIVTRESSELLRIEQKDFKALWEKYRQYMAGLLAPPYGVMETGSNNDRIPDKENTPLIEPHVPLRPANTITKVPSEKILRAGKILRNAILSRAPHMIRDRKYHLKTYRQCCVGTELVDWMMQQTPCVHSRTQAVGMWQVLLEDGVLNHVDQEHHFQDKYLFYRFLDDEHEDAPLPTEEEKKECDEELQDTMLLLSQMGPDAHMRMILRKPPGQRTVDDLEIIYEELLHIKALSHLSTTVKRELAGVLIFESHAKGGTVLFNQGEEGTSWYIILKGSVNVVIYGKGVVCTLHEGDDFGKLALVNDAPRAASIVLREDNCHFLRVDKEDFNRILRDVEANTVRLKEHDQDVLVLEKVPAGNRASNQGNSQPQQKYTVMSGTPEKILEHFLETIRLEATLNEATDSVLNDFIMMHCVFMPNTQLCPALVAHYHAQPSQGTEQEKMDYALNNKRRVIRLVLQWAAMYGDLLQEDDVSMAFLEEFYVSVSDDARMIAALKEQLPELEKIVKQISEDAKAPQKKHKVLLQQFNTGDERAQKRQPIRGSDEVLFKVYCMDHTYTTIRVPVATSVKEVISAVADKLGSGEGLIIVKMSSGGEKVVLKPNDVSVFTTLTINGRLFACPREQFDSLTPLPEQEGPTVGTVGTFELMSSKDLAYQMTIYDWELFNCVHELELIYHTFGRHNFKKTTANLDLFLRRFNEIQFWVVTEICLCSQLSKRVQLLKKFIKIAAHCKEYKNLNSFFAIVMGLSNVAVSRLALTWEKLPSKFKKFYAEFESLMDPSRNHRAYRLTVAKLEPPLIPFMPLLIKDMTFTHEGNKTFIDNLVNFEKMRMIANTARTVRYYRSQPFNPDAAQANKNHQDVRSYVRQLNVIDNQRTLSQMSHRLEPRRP
# D3 antag: blocks the human D3 dopamine receptor; P35462; D3R cells, DiscoveRx beta-arrestin luminescence, antagonist mode; stronger effect = lower value; max response, negative = inhibition, %; 360,000 tested, 2.5% active; in the data active = max response below about -50%; inconclusive = no clear call, values can overlap the other calls; note: % is set by controls: 0 for no effect and ±100 for the full control effect; mostly tested at two doses, the higher about 12 µM
#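 Cells plated overnight at 1500 cells/well, then exposed to library compounds with dopamine controls for 90 minutes at 37 degrees C. DiscoveRx reagent added for 30–60 minutes at room temperature; luminescence read, quantitative HTS format.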
# PTHR1 ag: PTHR1 (human) receptor agonism; HEK293 GP2 PTHR1 cells, GloSensor cAMP luminescence, 1 h; 410,000 tested, 0.075% active; Potency, µM (titrated, usually from 115 µM), inactives show at the highest dose activation, most hits filed as activators; note: potency is the fitted concentration of half-maximal effect; nearly all actives have a fitted effect of over 55% in size; some results filed as inactive show a strong effect at the top dose; inactives centre near -15; many of its hits are not listed in these tables
#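 HEK-293-derived GP2 cells expressing PTHR1 and a GloSensor cAMP reporter, 3,000/well, plated overnight, given luciferin plus IBMX (each 0.5 mM as added) for 1 h at 37 °C, then compound for 1 h at 37 °C. Luminescence was read after 15 min at room temperature.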
# D3 ag: D3 dopamine receptor (human) agonism. AID 652048. 410,000 tested, 0.58% active. max activation, %. D3R DiscoveRx beta-arrestin cells, luminescence, 90 min; in the data active = max activation above about 30%; note: 0% is about no effect; mostly tested at two doses, the higher about 12 µM
#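 Cells at 1500/well, incubated overnight, then treated with pinned compounds (dopamine as control) for 90 min at 37 degrees C. DiscoveRx reagent added for 30 - 60 minutes at room temperature; luminescence read.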
# EPAC2 agonist: agonists of human EPAC2 (RAPGEF4); EPAC2 activation, biochemical qHTS; response scale: 100% = 6.5 mM cAMP response; Q8WZA2; 360,000 tested, 0.079% active; Potency, µM (doses to about 154 µM), for inactives: top-dose activation, most hits filed as activators; note: potency is the fitted concentration of half-maximal effect; nearly all actives have a fitted effect of over 50% in size
#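 Nucleotide exchange monitored as fluorescence drop when BODIPY-GDP leaves Rap1B. Reaction: 100 nM EPAC2, 250 nM RAP1B-BODIPY-GDP, 50 uM GDP, room temperature, kinetic read over 30 min. Activity expressed relative to 6.5 mM cAMP.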
# Akt phos inh: Akt phosphorylation inhibition. activity change, % for hits at 50 µM. AID 651550. 360,000 tested, 0.32% active. Neuro2A IGF-stimulated pAkt S473 HTRF, 20 min; stronger effect = lower value; in the data active = activity change below about -80%; inconclusive = mostly about -51% to -80%; note: % is set by controls: 0 for no effect and ±100 for the full control effect
#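 Neuro2A cells in DMEM with 0.5% FBS, overnight at 37 deg C, given compound at single 50 µM final, then IGF (6 nM final) for 20 min at 37 deg C. Lysed; phospho-Akt Ser473 by HTRF after 24 h, 665/615 ratio.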
# CCT modulator: changes cytosolic chaperonin activity; purified chaperonin ATPase assay, HTRF ADP detection, 30 min; activity change, % (test concentration not listed), hits read low; 360,000 tested, 0.3% active; in the data active = activity change below about -30%; note: % is set by controls: 0 for no effect and ±100 for the full control effect
#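 Nucleotide hydrolysis assay: TRiC at 20–40 nM final (set by batch activity) with 10 uM ATP, 30 min at 37 °C, in presence of 76 uM compound. Detection by competitive ADP HTRF, 30 min ambient.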
# Mm-Cpn inhibitor: M. maripaludis TRiC chaperonin inhibition; purified Mm-Cpn ATPase, ADP Transcreener TR-FRET; 330,000 tested, 0.031% active; AID 504842; Potency, µM (series often up to 76.9 µM), for inactives: at the top dose activity, negative = inhibition, actives largely listed as inhibitors; note: potency is the fitted concentration of half-maximal effect; % is set by controls: 0 for no effect and ±100 for the full control effect; nearly all actives have a fitted effect of over 80% in size
#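 Eu-cryptate anti-ADP/ADP-d2 competition gives a ratio inversely related to ADP. Enzyme at 25 nM was pre-exposed to compound for 10 min, then given 10 uM ATP for 30 min, 37°C throughout.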
# * = called active by the depositor; i = inactive; ? = inconclusive; · = not tested or not shown; & = joins results of further samples; [ ] = remark or other dose. Unless noted, calls come from the whole dose curve; as a rule, active = well fitted curve in the direction sought with a large enough effect; inconclusive = small, poorly fitted or top-dose-only effect, or another doubt; inactive = no such curve, though single readings can be large; an effect the other way counts as inactive or inconclusive. This is a subset; rates above refer to the full screens.
SMILES,EPAC2 antag,D3 antag,PTHR1 ag,D3 ag,EPAC2 agonist,Akt phos inh,CCT modulator,Mm-Cpn inhibitor
Cn1c(=S)[nH]c2cccnc21,-4%,-13,i,-1,5%,i,-2.0,2%
COC(=O)c1ccccc1NC(=O)c1ccco1,5%,-11,-9%,-2,12%,i,-1.5,-3%
Cc1cc(=O)n2[nH]c(-c3ccc(F)cc3)nc2n1,0%,17,-6%[57.5 µM],-1,7%,i,-1.7,0%
CC(C)C1C(C#N)=C(N)Oc2n[nH]c(C(C)(C)C)c21 (centres undefined),-28%,?,-24%,2,-10%,i,2.9,0%
Oc1ccccc1/C=N/NC(=S)NC1CC2CCC1C2 (centres undefined),-14%,10,?,5,19%,i,-0.1,-1%
CC(=O)NC(c1cc(Cl)c2cccnc2c1O)C(C)C (centres undefined),-29%,·,-13%,·,9%,·,·,2%&1%
Cc1ccc(C(=O)Nc2nnc(C3=COCCO3)o2)cc1C,-5%,?,-11%,-11,13%,i,-2.3,-2%
CN1CCN(C(=S)NC(=O)c2ccccc2Cl)CC1,1%,3,i,-2,9%,i,-1.3,1%
Cc1coc2c(C)c3oc(=O)cc(-c4ccccc4)c3cc12,11%,12,-9%[57.5 µM],-1,2%,i,0.2,·
Cc1cc(C)nc(SCC(=O)Nc2ncc(Cc3cccc(Cl)c3)s2)n1,13%,8,-21%,2,-2%,i,-2.1,2%
CN(CC(=O)Nc1ccc(N2CCOCC2)cc1)CC(=O)Nc1ccc(N2CCOCC2)cc1,14%,113,-38%[inhibitor],0,16%,i,0.5,1%
Cc1ccc(S(=O)(=O)N2CCC(C(=O)OC3CCOC3=O)CC2)cc1C (centres undefined),-5%,-3,-11%,-9,2%,i,0.1,1%
Cn1nc(-c2ccccc2)c(CO)c1Oc1ccc(F)cc1,-10%,-14,i,-9,14%,i,-2.2,0%
COc1cccc(CN2CCN(C(=O)c3ccc(-c4ccccc4)cc3)CC2)c1,-9%,-12,-29%,3,12%,i,-0.1,1%[15.4 µM]
Cc1csc(N(C(=O)c2cccc(S(=O)(=O)N3CCCC3)c2)c2ccccc2)n1,5%,0,-3%[57.5 µM],7,9%,i,-1.6,2%
CSc1nc(NCc2ccco2)c2ccccc2n1,-3%,21,-14%[57.5 µM],7,3%,i,-0.5,1%
Cc1ccc(NC(=O)C2CCN(S(=O)(=O)c3ccc4c(c3)C(C)(C)C(=O)N4C)CC2)c(C)c1,4%,-10,-61%[inhibitor],-4,8%,i,-14,-2%
COc1ccc(CNc2cc(C)ccn2)c(O)c1,0%,1,-14%,-2,7%,i,-0.4,-1%
CC12CCC(C(=O)NCc3ccc4c(c3)OCO4)(C(=O)C1=O)C2(C)C (centres undefined),-1%,16,i,2,6%,i,1.2,3%
CC(C)CNS(=O)(=O)c1ccc(CCC(=O)NCc2ccco2)cc1,-6%,-9,-23%,2,11%,i,-0.1,1%
C[C@@H]1CN([C@@H](C)CO)C(=O)CCCn2nncc2CO[C@H]1CN(C)S(C)(=O)=O,18%,14,-17%,10,2%,i,0.9,·
Cn1c(=O)c2c(nc(Br)n2Cc2ccc3ccccc3c2)n(C)c1=O,8%,49,-8%[57.5 µM],2,-9%,i,0.8,0%
Cc1ccc(C(=O)NCC(=O)OCC(=O)Nc2cc(C)c(C)cc2[N+](=O)[O-])cc1,-7%,23,i,3,9%,i,0.9,-2%
CSc1cccc(NC(=S)NCCCO)c1,8%,-1,i,7,4%,i,0.9,0%
COc1ccccc1CCC(=O)OCC(=O)Nc1cc(C)nn1-c1ccccc1,2%,-5,-11%,1,6%,i,-0.9,1%
# More structures:
SMILES,EPAC2 antag,D3 antag,PTHR1 ag,D3 ag,EPAC2 agonist,Akt phos inh,CCT modulator,Mm-Cpn inhibitor
O=C(CSc1nc2cccc(F)c2c(=O)n1-c1ccccc1)Nc1ccc2c(c1)CCC2,1%,-4,i,4,6%,i,0.8,·
COc1ccc2oc3cc(Cl)ccc3c(=O)c2c1,-8%,4,-7%,4,6%,i,1.1,·
CCCC(=O)Nc1nnc(-c2ccco2)s1,-1%,-66*,i,4,3%,i,-3.1,-6%
O=C(Nc1ncccn1)c1cc([N+](=O)[O-])cc([N+](=O)[O-])c1,2%,2,i,7,-7%,i,0.9,0%
Brc1ccc(-c2nc3c4ccccc4ccn3c2Cc2ccccc2)cc1,1%,2,-30%[inhibitor],-1,4%,i,3.3,·
O=C(NC1CCCc2ccccc21)C1CCN(c2c3c(nc4ncnn24)CCC3)CC1 (centres undefined),5%,15,-18%[57.5 µM],7,-6%,·,-1.5,1%
CCCCN1CC(=O)N2[C@H](c3ccc(Cl)cc3)[C@@H]3C(=O)N(CC)C(=O)[C@@H]3[C@]2(Cc2ccccc2)C1=O,4%,-8,?,-7,1%,i,1.5,-1%
COc1ccc(OCCC(=O)OCC(=O)NCc2ccccc2OC)cc1,5%,8,i,9,3%,i,-0.1,1%
CC(=O)N1C=CN(C(C)=O)C(c2cn(C)c3ccccc23)C1c1cn(C)c2ccccc12 (centres undefined),56µM*,10,-9%,-10,9%,i,-1.4,-1%
O=C1/C(=C\c2ccc(Cl)cc2)CCC1CNc1ccc(Cl)cc1 (centres undefined),3%,-10,-11%,3,1%,i,2.8,·
CCS(=O)(=O)Nc1cccc(C2=NN(S(=O)(=O)c3ccccc3)C(c3cccs3)C2)c1 (centres undefined),-1%,-9,i,1,14%,i,-1.0,-2%
COc1ccccc1C(=O)NC(=O)COC(=O)c1ccco1,6%,24,-10%,-4,8%,i,-2.3,-11%
CC(=O)N(NC(N)=O)C(C)CC(=O)C1C(C)C=CCC1(C)C (centres undefined),-1%,17,-7%,-2,7%,i,-1.1,-2%
O=C1CC(c2ccccc2)Cc2nc3nc(C(F)(F)F)nn3cc21 (centres undefined),3%,-12,-35%[inhibitor][57.5 µM],-5,-1%,i,-4.7,0%
C[C@]12c3[nH]c4cc(-c5ccco5)ccc4c3CCN1C(=O)[C@@H](CC(=O)NCCCn1ccnc1)C[C@@H]2C(=O)N1CCOCC1,0%,7,i,0,4%,i,-1.2,-1%
COC(=O)c1cnn(-c2ccccc2)c1C(OC)OC,2%,25,i,-5,8%,i,-2.2,0%
CC[C@]12c3[nH]c4ccccc4c3CCN1C(=O)C(CC(=O)NCCCN(C)C)C[C@@H]2C(=O)N1CCN(C(=O)c2ccco2)CC1 (some centres undefined),-12%,-23,-2%,-10,1%,i,-0.1,1%
CC(C)c1ccc(C(C(=O)NC2CCCCC2)N(C(=O)c2csnn2)C2CC2)cc1 (centres undefined),-2%,-20,-9%,2,-6%,i,-0.3,-1%
CCN1C(=O)C(CC(=O)Nc2ccccc2)N(Cc2ccccn2)C1=S (centres undefined),4%,1,0%,8,12%,i,2.0,-2%
Cc1ccc(NC(=O)c2nc[nH]c2C(=O)N2CCc3ccccc3C2)cc1,10%,13,i,14,-6%,i,-0.9,0%
CCCCNC(=O)N1CCC(CCC(=O)N(C)Cc2ccccc2)CC1,6%,-1,i,1,-2%,i,-1.1,-1%
CCSC1(SCC)N=C(N)C2(C#N)C(c3ccccc3)NC3=C(CCC3)C12C#N (centres undefined),-3%,4,i,-3,6%,i,0.4,1%
COc1ccc(C(=O)n2c(C)c(CCO)c(=O)n2C)cc1,0%,7,i,5,2%,i,1.6,0%
CSc1nnc(Nc2ccccc2C)s1,3%,0,i,1,-4%,i,-3.0,0%
Cc1ccc(N(Cc2ccccc2F)S(C)(=O)=O)c(C)c1,-29%,3,-7%,9,12%,i,1.0,1%

# 5 records picked at random from the list so far, as already listed:
SMILES,EPAC2 antag,D3 antag,PTHR1 ag,D3 ag,EPAC2 agonist,Akt phos inh,CCT modulator,Mm-Cpn inhibitor
Cn1c(=S)[nH]c2cccnc21,-4%,-13,i,-1,5%,i,-2.0,2%
CCSC1(SCC)N=C(N)C2(C#N)C(c3ccccc3)NC3=C(CCC3)C12C#N (centres undefined),-3%,4,i,-3,6%,i,0.4,1%
C[C@]12c3[nH]c4cc(-c5ccco5)ccc4c3CCN1C(=O)[C@@H](CC(=O)NCCCn1ccnc1)C[C@@H]2C(=O)N1CCOCC1,0%,7,i,0,4%,i,-1.2,-1%
CCN1C(=O)C(CC(=O)Nc2ccccc2)N(Cc2ccccn2)C1=S (centres undefined),4%,1,0%,8,12%,i,2.0,-2%
Cc1cc(=O)n2[nH]c(-c3ccc(F)cc3)nc2n1,0%,17,-6%[57.5 µM],-1,7%,i,-1.7,0%

# The results go on:
SMILES,EPAC2 antag,D3 antag,PTHR1 ag,D3 ag,EPAC2 agonist,Akt phos inh,CCT modulator,Mm-Cpn inhibitor
CCC(C(=O)NC1CCCC1)N(C(=O)Cn1nnc(-c2ccc(C)cc2)n1)C1CCCC1 (centres undefined),12%[57.1 µM],-8,0%[57.5 µM],5,-7%,i,-1.0,·
Cc1ccc(OCC(=O)N(C)CC(=O)Nc2ccccc2Cl)c([N+](=O)[O-])n1,-9%,2,8%,1,4%,i,-2.3,4%
COC(c1ccccc1)(c1ccccc1)C(Oc1nccc(C)n1)C(=O)O (centres undefined),-2%,-2,i,8,4%,i,-2.8,-4%
CCn1c(=NC(=O)c2ccc(N3C(=O)CCC3=O)cc2)sc2c(OC)ccc(OC)c21,1%,-76*,i,2,-1%,i,-1.0,-10%
Cc1ccc(C(=O)NCCCN2CCOCC2)c(C)c1,4%,7,i,-4,10%,i,-4.1,3%
Clc1ccc(-c2csc(N/N=C/c3ccc4c(c3)OCO4)n2)cc1,2%,13,-38%[inhibitor],2,4%,i,1.6,0%
COCC1CCN(C(=O)c2cc(COc3ccc4ncccc4c3)on2)CC1,-2%,3,-37%[inhibitor],11,-7%,i,-1.5,-1%
Cc1nc(Cl)c(C(=O)NCc2ccccc2)c(C)c1[N+](=O)[O-],1%,29,i,4,10%,i,0.5,-3%
Cc1ccccc1OCC(=O)Nc1nnc(-c2ccco2)s1,12%,1,-1%,0,5%,i,2.2,-1%
CCN(CC)c1ccc(/C=N/Nc2nc(C)cc(C)n2)c(O)c1,-10%,-81*,i,0,-4%,i,-5.4,-3%
Cc1cccc(C(=O)OCC(=O)c2ccc3c(c2)OCO3)c1O,-4%,11,-50%,8,10%,i,0.2,-4%
O=C(CCNC(=O)c1ccccc1Cl)Nc1ccc(Br)c(C(F)(F)F)c1,-5%,18,i,-2,9%,i,-0.1,3%
CCN(CC)S(=O)(=O)c1ccc(/C=C/C(=O)OCC(=O)N(C(C)C)C(C)C)cc1,-8%,9,-19%,1,-21%,i,-1.3,-1%
